# Source: PubChem
# PGK inhibitor – qHTS Assay to Find Inhibitors of Phosphoglycerate Kinase. PGK/GAPDH coupled, Kinase-Glo luminescence, 60 min. Phosphoglycerate kinase, glycosomal (Trypanosoma brucei brucei), P07378. 0.043% of 380,000 active. Potency, µM (series often up to 57.5 µM), without a hit: at the highest dose activity change, negative = inhibition, most hits filed as inhibitors; further: potency means the concentration at half of the fitted maximal effect; on the % scale 0 is the no-effect control and ±100 the full control effect; nearly all actives have a fitted effect of over 60% in size
#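 Luminescent ATP detection (Kinase-Glo Plus) follows a 60-minute room-temperature incubation, with wells lacking PGK as controls. Buffer: 100 mM TEA (pH 7.6), 5 mM MgCl2, 0.01% Tween-20. Coupling enzyme GAPDH (100 nM final) supplies unstable 1,3-BPG in-well.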
# HP1b chromo inh – HTS for Inhibitors of HP1-beta Chromodomain Interactions with Methylated Histone Tails. AlphaScreen HP1-beta / biotin-H3K9me3 peptide binding. Potency, µM (titrated, usually from 114 µM), for the others: at the top dose activity change, negative = inhibition, actives largely listed as inhibitors. 0.56% of 390,000 active; further: potency means the concentration at half of the fitted maximal effect; nearly all actives have a fitted effect of over 70% in size; inactives centre near 23
# Target sequence (P83916 whole entry, looked up): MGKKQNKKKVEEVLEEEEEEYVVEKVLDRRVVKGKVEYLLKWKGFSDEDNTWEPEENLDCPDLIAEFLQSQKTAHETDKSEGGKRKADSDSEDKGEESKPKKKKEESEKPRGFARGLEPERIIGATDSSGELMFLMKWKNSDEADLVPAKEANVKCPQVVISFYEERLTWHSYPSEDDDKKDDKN
#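 HP1-beta protein (50 nM final) preincubated 30 min at room temperature with biotinylated H3(1-18)K9me3 peptide (50 nM) in PBS pH 7.4, 0.01% Tween-20, then compound added for 30 min. AlphaScreen streptavidin donor/nickel chelate acceptor beads (10 ug/mL final), 30 min dark, luminescence read.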
# USP1 inh – Inhibitors of USP1/UAF1: Primary Screen; Ubiquitin carboxyl-terminal hydrolase 1 (Homo sapiens), O94782; recombinant USP1/UAF1, Ub-Rhodamine cleavage fluorescence; Potency, µM (series often up to 57.1 µM), for inactives: at the highest dose activity change, negative = inhibition, usual class: inhibitors; 0.23% of 390,000 active; AID 743255, 2014; further: potency means the concentration at half of the fitted maximal effect; on the % scale 0 is the no-effect control and ±100 the full control effect; nearly all actives have a fitted effect of over 60% in size; inactives centre near -12
#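 USP1/UAF1 complex (1 nM) preincubated 15 min at room temperature with compound, then Ub-Rho substrate (150 nM final) added. Kinetic fluorescence at 480/540 nm over 6 reads at 60 s intervals; 50 mM HEPES pH 7.8, 0.5 mM EDTA, 0.1 mg/ml BSA, 1 mM TCEP, 0.01% Tween-20.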
# TrxR1 substrate – qHTS Assay for Substrates of Mammalian Selenoprotein Thioredoxin Reductase 1 (TrxR1): qHTS; 0.01% of 390,000 active; Thioredoxin reductase 1, cytoplasmic (Rattus norvegicus), O89049; purified TrxR1 substrate turnover, NADPH consumption readout; Potency, µM (titrated, usually from 114 µM), without a hit: at the top dose activity change, negative = substrate turnover; further: potency means the concentration at half of the fitted maximal effect; on the % scale 0 is the no-effect control and ±100 the full control effect; nearly all actives have a fitted effect of over 50% in size
#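 Rat TrxR1, dispensed at 90 nM, was prereduced with 400 uM NADPH (final) for 5 min at ~22 deg C, then incubated with compound 15 min before 400 uM selenite. A first-read NADPH fluorescence drop versus no-compound background flagged substrates.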
# PI4K2A block – qHTS for small molecular inhibitors of PI4K2A; purified PI4K2A, ADP-Glo luminescence, 1 h; active compounds read low; activity change, negative = inhibition, % at 76.9 µM; 0.13% of 420,000 active; Phosphatidylinositol 4-kinase type 2-alpha (Homo sapiens), Q9BTU6; in the data active means activity change below about -50%; inconclusive means mostly about -30% to -49%;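 further: -100% = wells without enzyme as full effect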
# Target sequence (Q9BTU6 whole entry, looked up): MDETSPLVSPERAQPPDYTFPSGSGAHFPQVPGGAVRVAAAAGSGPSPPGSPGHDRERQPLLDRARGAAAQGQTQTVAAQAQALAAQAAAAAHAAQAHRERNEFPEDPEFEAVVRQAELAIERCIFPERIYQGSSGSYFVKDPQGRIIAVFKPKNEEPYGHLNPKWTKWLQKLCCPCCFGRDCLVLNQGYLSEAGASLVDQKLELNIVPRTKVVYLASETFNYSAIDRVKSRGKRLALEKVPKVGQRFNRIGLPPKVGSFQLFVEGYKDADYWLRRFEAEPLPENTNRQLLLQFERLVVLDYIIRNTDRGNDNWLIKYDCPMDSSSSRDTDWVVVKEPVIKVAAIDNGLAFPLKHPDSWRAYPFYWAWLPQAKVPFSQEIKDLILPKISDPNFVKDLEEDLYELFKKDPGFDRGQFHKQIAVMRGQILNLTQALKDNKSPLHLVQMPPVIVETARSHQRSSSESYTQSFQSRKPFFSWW
#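 PI4K2A activity was measured by ADP-Glo luminescence: enzyme (4 ug/mL stock) and phosphatidylinositol (1.2 mM stock) in Tris pH 7.5/MgCl2/EGTA/Triton X-100 buffer were reacted with ATP (300 microM stock) for one hour at ambient temperature.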
# rTrxR1 inhibitor – qHTS Assay for Inhibitors of Mammalian Selenoprotein Thioredoxin Reductase 1 (TrxR1): qHTS; recombinant rTrxR1, NADPH fluorescence consumption, selenite substrate; Potency, µM (top dose mostly 114 µM), inactives show at the top dose activity change, negative = inhibition, actives largely listed as inhibitors; 1% of 390,000 active; AID 588453, 2011; further: potency means the concentration at half of the fitted maximal effect; on the % scale 0 is the no-effect control and ±100 the full control effect; nearly all actives have a fitted effect of over 65% in size
#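 Rat TrxR1 (90 nM in the dispensed reagent) was pre-reduced with 400 uM NADPH for 5 min at room temperature, then incubated with compound for 15 min. After 400 uM selenite was added, NADPH fluorescence (Ex 340/Em 450 nm) was followed for 8 min.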
# IDH1 R132H inh – qHTS for Inhibitors of mutant isocitrate dehydrogenase 1 (IDH1): qHTS. 0.093% of 390,000 active. AID 602179, 2012. Potency, µM (top dose mostly 76.6 µM), inactives show at the highest dose activity change, negative = inhibition, usual class: inhibitors. IDH1-R132H enzyme, NADPH consumption, diaphorase/resazurin fluorescence; further: potency means the concentration at half of the fitted maximal effect; on the % scale 0 is the no-effect control and ±100 the full control effect; nearly all actives have a fitted effect of over 65% in size
# Target sequence (O75874 whole entry R132H, stated change not applied): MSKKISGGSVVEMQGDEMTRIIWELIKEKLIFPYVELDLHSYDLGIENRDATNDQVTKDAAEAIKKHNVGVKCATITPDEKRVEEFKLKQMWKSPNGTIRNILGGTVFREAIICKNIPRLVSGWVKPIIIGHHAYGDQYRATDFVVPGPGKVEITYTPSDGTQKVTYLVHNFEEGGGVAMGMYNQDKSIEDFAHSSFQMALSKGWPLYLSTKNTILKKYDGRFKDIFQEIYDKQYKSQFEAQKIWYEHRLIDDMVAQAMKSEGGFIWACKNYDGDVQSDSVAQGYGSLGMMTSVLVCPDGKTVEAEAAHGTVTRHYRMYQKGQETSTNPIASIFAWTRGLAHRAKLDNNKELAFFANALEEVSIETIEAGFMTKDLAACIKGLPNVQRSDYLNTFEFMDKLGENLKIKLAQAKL
#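 IDH1-R132H (0.5 ug/mL) preincubated 30 min with compound, then NADPH (0.016 mM) and alpha-KG (2 mM) added; 80 min at RT, pH 7.5. Remaining NADPH coupled via diaphorase/resazurin to fluorescence (540/590 nm); concentration-response curves normalized to no-enzyme control.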
# GLS inhibitor – qHTS for Inhibitors of Glutaminase (GLS); Glutaminase kidney isoform, mitochondrial (Homo sapiens), O94925; AID 624170, 2012; GLS enzymatic activity, qHTS titration; 0.21% of 410,000 active; Potency, µM (titrated, usually from 45.5 µM), for the others: at the highest dose activity change, negative = inhibition, actives largely listed as inhibitors; further: potency means the concentration at half of the fitted maximal effect; on the % scale 0 is the no-effect control and ±100 the full control effect
#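 Compounds were pin-transferred onto hKGA, after which L-glutamine (1 mM solution) and a detection mix of glutamate oxidase, HRP and Amplex Red were added. Initial and 30 min RT fluorescence reads were collected.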
# Pin1 inh – qHTS Assay to Find Inhibitors of Pin1; AID 504891, 2011; Potency, µM (titrated, usually from 115 µM), inactives show top-dose activity, negative = inhibition, hits mostly inhibitors; 0.009% of 390,000 active; Pin1 FP peptide displacement, HiFluor488, 10 min; Peptidyl-prolyl cis-trans isomerase NIMA-interacting 1 (Homo sapiens), Q13526; active means well fitted inhibition curve with a large enough effect in the polarisation, with a control signal flat, not every such curve was filed as active; inconclusive means small, poorly fitted or top-dose-only effect, or effect the other way, or a change in a side signal; inactive means no such curve, though single readings can be large or run the other way; the % refers to the polarisation; further: potency means the concentration at half of the fitted maximal effect; on the % scale 0 is the no-effect control and ±100 the full control effect
# The depositor's hits bear a star; i = inactive; ? = inconclusive; / = not tested or not shown; & = joins results of further samples; [ ] = remark or other dose. Unless noted, the call rests on the fitted dose curve; in most records, active means well fitted curve in the direction sought with a large enough effect; inconclusive means small, poorly fitted or top-dose-only effect, or another doubt; inactive means no such curve, though single readings can be large; an effect the other way counts as inactive or inconclusive. The list is partial, so the mix of outcomes need not match the whole.
SMILES,PGK inhibitor,HP1b chromo inh,USP1 inh,TrxR1 substrate,PI4K2A block,rTrxR1 inhibitor,IDH1 R132H inh,GLS inhibitor,Pin1 inh
Nc1ccc2c(c1)C(=O)c1cc([N+](=O)[O-])ccc1-2,-6%,-11%,-7%,11%[57.1 µM],-10,20%[57.1 µM],0%,-2%,-8%
CCC(=O)N(Cc1cc2cc(OC)ccc2[nH]c1=O)c1ccc(C)cc1C,-11%,8%,-12%,24%,3,6%,-5%,-1%,7%
COc1cc2c(cc1OC)C(c1cc3cc(C)ccc3[nH]c1=O)N(C(=O)c1ccco1)CC2 (centres undefined),-7%,8%,-20%,-7%[0.0914 µM],-4,-7%[57.1 µM],-2%,11%,-6%
COc1ccccc1NC(=O)N1CCc2[nH]c3ccc(Cl)cc3c2C1,7%,10%,-7%,5%[57.1 µM],11,12%[57.1 µM],-1%,9%,18%
Cc1ccc(F)c(NC(=O)/C(C#N)=C(\O)c2ccc(C(C)(C)C)cc2)c1,/,12%,22µM*,-8%,-10,4%,6%,16%,?
CC(C)CCN1CCN(Cc2cc3ccccc3[nH]2)CC1CCO (centres undefined),-9%,15%,-23%,8%,0,34%,0%,15%,-1%
O=C(/C=C/c1ccc(O)c(O)c1)c1ccccc1O,-5%,45µM*,-19%,-4%,-14,?,5%,5.6µM*,9%
CCNc1nc(NCC)nc(N/N=C/c2ccc(Br)cc2)n1,9%,8%,-23%,-11%,6,24%[57.1 µM],0%,0%,-1%
CCc1ccc(-c2nn(CC(=O)NC3CCCCC3)c3c2cnc2ccc(C)cc23)cc1,2%,29%,-16%,-4%[57.1 µM],1,8%[57.1 µM],-10%,-7%,-12%
CCOCCCNC(=O)c1ccc2c(=O)n(CCCOCC)c(=S)[nH]c2c1,-2%,35%,8%,7%,1,9%[57.1 µM],-2%,-14%,7%
CC(=O)c1ccc(NC(=O)c2nc(-c3ccccc3)n(-c3ccc(C)cc3)n2)cc1,i,14%,-24%,-11%,9,-6%,0%,-4%,-5%
CCN(CC)C(=O)C(C)N(C#N)c1nc(SC)nc(N(C)C)n1 (centres undefined),-2%,9%,-15%,11%,3,28%,0%,-2%,0%
N#CC1=C(N)Oc2n[nH]c(-c3ccc(F)cc3)c2C1c1cccc(OC(=O)N2CCOCC2)c1 (centres undefined),-3%,6%,-6%,5%,6,4%,6%,25%,1%
Cc1cc(OCC(=O)O/N=C(\N)c2ccccc2)ccc1Cl,-2%,70%[activator],-16%,-4%,-3,-1%,3%,8%,9%
CCOc1ccc(CCNC(=O)c2ccccc2OCc2c(C)noc2C)cc1OCC,i,13%,-11%,0%,-1,8%,-3%,13%,0%
CC(C(=O)Nc1ccc(C#N)cc1)N(C)CC(=O)Nc1cccc(F)c1 (centres undefined),3%,33%[activator],-1%,-5%,-3,11%,4%,3%,0%
Cc1ccc(N(CCC#N)C(=O)CSc2ccc3c(c2)OCCO3)cc1,-10%,13%,-7%,9%,-15,47%[activator],2%,8%,-9%
O=C(Cc1ccc(Br)cc1)NCCc1ccc(Cl)cc1Cl,-13%,29%,-12%,-7%,0,-7%,3%,0%,7%
Nc1cccc2c1C(=O)N(CC(=O)NC13CC4CC(CC(C4)C1)C3)C2=O,-10%,45%[activator],-9%,15%,-11,40%,13%,1%,?
CCOCCCNC(=O)CCc1nnc2ccc(N3CCN(c4cccc(OC)c4)CC3)nn12,i,9%,-21%,-1%,1,13%,-3%,4%,-14%
CN(C)c1ccnc2c[cH-]cc12.[Fe].c1ccc(-[c-]2[c-](-c3ccccc3)[c-](-c3ccccc3)[c-](-c3ccccc3)[c-]2-c2ccccc2)cc1 (centres undefined),-1%&4%,3.2µM*,12%&-24%,6%[57.1 µM],-1&-3,19%[57.1 µM],-12%&-8%,12%&21%,6%&3%
COc1ccccc1N1CCN(C(=O)CSc2ncnc3scc(-c4ccccc4)c23)CC1,7%,-20%,-8%,-1%,0,5%,0%,12%,?
Cc1ccc(NC(=O)C(=O)NCC(c2ccc3c(c2)OCO3)N2CCN(c3ccccc3)CC2)cc1 (centres undefined),-6%,16%[57 µM],-19%,2%[57.1 µM],-4,18%[57.1 µM],1%,5%,-7%
COCCn1cnnc1SCC(=O)c1ccc(S(=O)(=O)N2CCCC2)cc1,7%,30%[activator],-12%,5%,6,?,2%,19%,25%
Cc1onc(-c2c(Cl)cccc2Cl)c1NC(=O)NN(C)c1ccc([N+](=O)[O-])cn1,-5%,28%,-9%,10%[57.1 µM],-4,1%[57.1 µM],1%,-8%,3%
O=C(CNCc1ccc(Cl)cc1)Nc1ccc(C(=O)N2CCCCCC2)cc1,0%,?,-24%,2%,5,-23%,7%,?,-11%
COC(=O)CS(=O)(=O)c1cccc2cccnc12,i,5%,-28%,0%,-2,5%,0%,14%,0%
COc1ccccc1CNC(=O)c1ccc(NC2=NC3CS(=O)(=O)CC3S2)cc1 (centres undefined),-7%,52%[activator],-18%,-2%,2,11%,1%,-12%,-3%
COc1ccc(C(CC(=O)Nc2ccc(Br)cn2)N2Cc3ccccc3C2=O)cc1 (centres undefined),i,18%,7%,1%,-1,22%,-4%,-1%,2%
COc1ccc(S(=O)(=O)N2CCN(C(=O)c3cc(C)on3)CC2)cc1,-2%,49%[activator],-18%,-6%,-1,0%,6%,-7%,6%
Cc1ccc(C)c(Cn2c3ccccc3c3cnn(CC(=O)NC(C)c4ccccc4)c(=O)c32)c1 (centres undefined),-7%,13%,-18%,14%,1,33%,0%,6%,17%
Cc1ccc(S(=O)(=O)N(Cc2nccn2C)C(C)C)cc1,-8%,9%,-12%,-1%,2,13%,-3%,-14%,-6%
Cc1cc(C)n(-c2ccc(C(=O)N3CC(C)OC(C)C3)cc2)n1 (centres undefined),9%,28%,7%,-2%[57.1 µM],-3,-4%[57.1 µM],1%,12%,-1%
CCCCCCCCCCCCN1[C@@H](CC(=O)O)c2cc(C(F)(F)F)ccc2S1(=O)=O,-12%,43%[activator],?,-13%&-7%,-1,10%&11%,1%,9%,/
Cc1ccc(NC(=O)CSc2nccn2Cc2ccco2)cc1Cl,-9%,0%[57 µM],-8%,3%[57.1 µM],-2,25%[57.1 µM],-7%,2%,-11%
Cc1ccccc1NC(=O)CSc1cn(CC(=O)N(C(C)C)C(C)C)c2ccccc12,-3%,57%[activator],9%,8%,-1,11%,-17%,6%,0%
COc1cc(C(=O)NNC(=O)c2cc(C)[nH]n2)cc(OC)c1OC,-3%,-25%,-16%,-13%[57.1 µM],-1,34%[57.1 µM],10%,2%,-3%
CCOc1ncccc1C(=O)OCC(=O)NC1CC1,4%,28%,-27%,-2%,-4,11%,-10%,11%,-8%
O=C(CSc1nccc(=O)[nH]1)Nc1ccc2ccccc2c1,-10%,33%,-5%,1%,-6,-2%,-3%,2%,-2%
Nc1ccn([C@@H]2O[C@H](CNC(=O)[C@@H](N)CSCc3ccccc3)[C@@H](O)[C@H]2O)c(=O)n1,0%,/,-10%,/,-7,/,-1%,-2%,/
COCCN(C(=O)CSc1nnc(-c2ccc(C(C)(C)C)cc2)n1N)c1c(N)n(CC(C)C)c(=O)[nH]c1=O,i,40%[activator],-19%,0%,1,10%,3%,-8%,-1%
COc1ccc(S(=O)(=O)NCC(c2cccnc2)N2CCN(c3ccc(F)cc3)CC2)cc1C (centres undefined),9%,-16%,-10%,-6%,1,-7%,-2%,7%,-1%
Cc1ccc(OCc2cc(C(=O)N3CCc4[nH]cnc4C3c3ccccn3)no2)cc1C (centres undefined),-4%,9%,-13%,-4%,6,?,6%,-10%,3%
CC(=O)C1C(c2ccc(Cl)cc2)c2c(noc2C)CC1(C)O (centres undefined),-4%,56%[activator],-6%,4%,1,16%,-3%,-4%,-4%

# Of the compounds above, 2 have a nitro group on carbon:
SMILES,PGK inhibitor,HP1b chromo inh,USP1 inh,TrxR1 substrate,PI4K2A block,rTrxR1 inhibitor,IDH1 R132H inh,GLS inhibitor,Pin1 inh
Nc1ccc2c(c1)C(=O)c1cc([N+](=O)[O-])ccc1-2,-6%,-11%,-7%,11%[57.1 µM],-10,20%[57.1 µM],0%,-2%,-8%
Cc1onc(-c2c(Cl)cccc2Cl)c1NC(=O)NN(C)c1ccc([N+](=O)[O-])cn1,-5%,28%,-9%,10%[57.1 µM],-4,1%[57.1 µM],1%,-8%,3%
